KDM5B inhibitor = inhibitors of human KDM5B histone demethylase | Q9UGL1 | KDM5B demethylase, FDH-coupled NADH fluorescence (FDH is formaldehyde dehydrogenase) | Potency, µM (doses to about 57.7 µM), inactives show at the highest dose activity change, negative = inhibition, usual class: inhibitors | 2.6% of 220,000 active | AID 1347165; active = well fitted inhibition curve with a large enough effect; inconclusive = small, poorly fitted or top-dose-only effect; inactive = no such curve, though single readings can be large or run the other way; note: 0% is about no effect; nearly all actives have a fitted effect of over 70% in size
Target sequence (Q9UGL1 whole entry, looked up): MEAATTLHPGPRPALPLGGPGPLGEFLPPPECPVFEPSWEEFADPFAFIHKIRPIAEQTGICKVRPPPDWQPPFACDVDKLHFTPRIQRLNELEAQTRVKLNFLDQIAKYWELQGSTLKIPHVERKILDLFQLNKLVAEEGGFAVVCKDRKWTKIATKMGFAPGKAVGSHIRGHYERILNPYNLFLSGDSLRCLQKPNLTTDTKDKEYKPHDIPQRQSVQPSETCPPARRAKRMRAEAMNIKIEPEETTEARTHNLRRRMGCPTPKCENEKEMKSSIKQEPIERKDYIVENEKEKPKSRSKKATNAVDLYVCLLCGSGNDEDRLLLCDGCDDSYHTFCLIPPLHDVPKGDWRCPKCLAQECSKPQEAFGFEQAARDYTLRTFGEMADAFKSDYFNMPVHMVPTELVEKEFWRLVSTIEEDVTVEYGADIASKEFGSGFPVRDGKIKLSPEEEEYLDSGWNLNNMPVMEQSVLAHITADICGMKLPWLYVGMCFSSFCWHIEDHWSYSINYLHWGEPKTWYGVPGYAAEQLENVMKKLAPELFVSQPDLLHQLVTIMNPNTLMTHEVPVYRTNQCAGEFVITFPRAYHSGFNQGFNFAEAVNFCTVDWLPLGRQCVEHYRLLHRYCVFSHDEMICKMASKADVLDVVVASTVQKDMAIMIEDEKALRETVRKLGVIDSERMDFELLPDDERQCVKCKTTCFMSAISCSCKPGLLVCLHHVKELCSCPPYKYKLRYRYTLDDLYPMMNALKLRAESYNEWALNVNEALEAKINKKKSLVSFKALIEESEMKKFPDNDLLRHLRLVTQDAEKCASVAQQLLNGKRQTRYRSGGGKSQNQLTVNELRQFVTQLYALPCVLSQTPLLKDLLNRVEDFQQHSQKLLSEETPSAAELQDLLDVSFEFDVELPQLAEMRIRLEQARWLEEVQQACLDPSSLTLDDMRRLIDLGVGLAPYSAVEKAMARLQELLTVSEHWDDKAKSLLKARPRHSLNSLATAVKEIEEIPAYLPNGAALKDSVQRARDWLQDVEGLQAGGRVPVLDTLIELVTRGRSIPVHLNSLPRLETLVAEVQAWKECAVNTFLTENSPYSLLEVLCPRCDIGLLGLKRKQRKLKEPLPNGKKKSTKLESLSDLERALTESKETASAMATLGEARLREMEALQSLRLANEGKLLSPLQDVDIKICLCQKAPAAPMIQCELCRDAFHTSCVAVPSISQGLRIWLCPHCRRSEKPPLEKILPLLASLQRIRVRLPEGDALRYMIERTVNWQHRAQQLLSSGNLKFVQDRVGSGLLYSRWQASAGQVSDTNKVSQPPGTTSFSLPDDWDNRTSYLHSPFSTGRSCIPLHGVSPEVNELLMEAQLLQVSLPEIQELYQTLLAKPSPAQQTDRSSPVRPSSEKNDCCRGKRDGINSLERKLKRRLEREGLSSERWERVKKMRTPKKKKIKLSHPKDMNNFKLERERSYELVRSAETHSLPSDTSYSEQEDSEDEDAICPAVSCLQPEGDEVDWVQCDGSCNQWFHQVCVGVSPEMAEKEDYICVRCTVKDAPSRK
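Compound dilutions met 200 nM (final) KDM5BΔAP for 10 min at room temperature before substrate addition. The substrate mix held 12.5 µM H3K4me3 with cofactors 25 µM α-ketoglutarate and 50 µM Fe²⁺. NADH signal gain over 30 min defined activity.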
* marks the source's active call; other numbers are inactive results; ? = inconclusive; & = joins results of further samples; [ ] = dose if it differs, or a comment. Potency is the fitted concentration of half-maximal effect.

SMILES | KDM5B inhibitor
CN(Cc1cccc(C(F)(F)F)c1)C(=O)Nc1ccccc1 | -12%[86.2 µM]
CCOC(=O)N1CCc2c(sc3c2c(=O)n(-c2ccc(F)cc2)c(=O)n3CC(=O)c2ccccc2)C1 | -9%
Cc1ccc(C(=O)c2oc3ccccc3c2NC(=O)Cc2coc3ccc(C)cc23)cc1 | 19%
COc1ccc(CCC(=O)NCc2ccccc2Cl)cc1OC | 4%
CCc1ccc2oc(-c3ccc(NC(=O)CC(C)C)cc3)nc2c1 | 127%[activator]
O=C(CN1CCCN(c2ccc(C(F)(F)F)cn2)CC1)Nc1ccccc1Cl | -14%
CCC(CC)NC(=O)CSc1nc2ncccc2c(=O)n1-c1ccccc1 | -13%
O=C(C1CCCO1)N1CCc2c(n(Cc3cccnc3)n(CCc3ccccc3)c2=O)C1 (stereo not drawn) | -20%[86.2 µM]
COc1ccc(OCC(=O)Nc2cc3c(cc2C(=O)c2ccc(C)cc2)OCCO3)cc1 | -12%
COCCS(=O)(=O)c1ncc(CN(C)C(C)c2ccon2)n1Cc1ccccc1 (stereo not drawn) | 27%
O=C(Cc1ccc(Br)cc1)NCc1cccc(C(=O)Nc2ccccc2)c1 | 1%
COC(=O)c1ccc(CN2CCC(n3nccc3NC(=O)C3CC3)CC2)cc1 | 14%
Cc1ccc(C(=O)NC(c2cccs2)C(C)C)cc1C (stereo not drawn) | 33%[activator]
CC(C)CC(=O)N1CCC2(CC1)C(=O)N(C)c1ccccc12 | -5%
CCOc1ccc(C2CCCN2S(=O)(=O)c2cc(F)cc(F)c2)cc1 (stereo not drawn) | 4%
Fc1ccc(C2Cn3nnc(-c4nc(-c5ccccc5)no4)c3CO2)cc1 (stereo not drawn) | 13%
O=C([C@@H]1C[C@H](F)CN1C(=O)Nc1cccc(Br)c1)N1CCCCC1 | 18%
CC(C)n1ccc2nc3ccn(-c4ncn[nH]4)c(=O)c3cc2c1=O | ?
O=C(c1cc(Cl)ccc1Cl)N1CCN(c2cc(-c3ccccc3)[nH]n2)CC1 | -16%
Cc1c(CN2CCC3(CCNCC3)C2)c(=O)n(-c2ccccc2)n1C | 4%
O=C(O)c1ccc(CNCc2ccccc2Cl)s1 | -15%
CNC(=O)[C@H]1C[C@H](Oc2cccnc2)CN1C(=O)Nc1cccc(C)c1 | 2%
COc1ccc(Oc2coc3cc(OC(=O)c4cccc(OC)c4)ccc3c2=O)cc1 | 7%
NCCn1cc(C(=O)NCC(c2cccnc2)N2CCCCC2)nn1 (stereo not drawn) | -29%
COc1ccccc1/C=C/C=c1\sc2nc(=O)c(Cc3ccccc3)nn2c1=O | -17%

Next records.
SMILES | KDM5B inhibitor
O=C(c1ccc(N2CCC(CO)C2)nc1)N1CCC(N2CCOCC2)CC1 (stereo not drawn) | ?
COc1ccccc1C(=O)Nc1ccnn1C1CCN(C(=O)CCN)CC1 | ?
Cn1nc(C(=O)OCC(=O)NCC2CCCO2)c2ccccc2c1=O (stereo not drawn) | -11%
Cc1ccc(C(=O)OCC(=O)c2cc(C)n(Cc3ccccc3)c2C)o1 | -6%
CC(Oc1ccccc1)C(=O)Nc1ccc(S(=O)(=O)N2CCCC2)cc1 (stereo not drawn) | -16%
COc1ccc(C(CNC(=O)c2n[nH]c(=O)c3ccccc23)N2CCCCC2)cc1 (stereo not drawn) | 13%
Cc1ncccc1OC1(C(=O)NCc2nnc3n2CCC3)CCNCC1 | ?
COc1ccc(C(=O)Nc2ccc3oc(-c4ccccc4C)nc3c2)cc1OC | ?
Cc1nc2ccc(C(=O)NCCCN3CCOCC3)cc2nc1C | 13%
O=C(O)CCCNS(=O)(=O)c1cccc(Cl)c1 | -4%
COc1ccc(C(=O)N/N=C\C(C)=C\c2ccccc2)cc1OC | 24%
O=c1c(=O)n2c(nn1Cc1ccc(F)cc1)sc1ccccc12 | ?
CNC(=O)c1ccc(NC(=O)c2ccc3c(=O)n4c(nc3c2)CCC4)cc1 | -12%
O=C(CSc1ncnc2ccccc12)Nc1ccc(Cl)cc1Cl | 9%
NC(=O)[C@H](Cc1ccc(O)cc1)NC(=O)[C@@]1(O)C[C@@H](O)[C@H](O)[C@@H](NC(=O)c2ccc(F)c(Cl)c2)C1 | -6%
C=CCCC(CN1CCCC1)Oc1ccc(C(=O)N2CCOCC2)cn1 (stereo not drawn) | ?
CCOc1ccccc1C1NC(=O)N(CC(=O)Nc2ccc(F)c(Cl)c2)C2=C1C(=O)OC2 (stereo not drawn) | -10%
CCOc1ccc2c(n1)CCN(C(=O)c1ccc(OC)cc1)C2 | -18%
CCCNC(=O)N1CCC(c2noc(-c3cccnc3)n2)C1 (stereo not drawn) | -7%
CCOC(=O)c1ccc(N2C(=O)c3n[nH]c(-c4cccs4)c3C2c2ccc(O)c(OC)c2)cc1 (stereo not drawn) | -17%
Cc1noc(-c2ccccc2Cl)c1C(=O)NCCCc1ccccc1 | 4%
Cc1ncc2c(n1)CCCN(CC(=O)NCC1CC1)C2=O | 25%
O=C(c1ccc(F)c(Cl)c1)N1CCN(c2cc(-c3cccs3)[nH]n2)CC1 | ?
CCn1cc(S(=O)(=O)N2C[C@@H](Oc3ccccc3)C[C@@H]2C(=O)NCCOC)cn1 | 0%
COCCn1c(C)cc(/C=C2/NC(=O)N(Cc3ccc(C)cc3)C2=O)c1C | ?

6 records drawn at random from those above, as already listed:
SMILES | KDM5B inhibitor
Cc1noc(-c2ccccc2Cl)c1C(=O)NCCCc1ccccc1 | 4%
Cc1ccc(C(=O)OCC(=O)c2cc(C)n(Cc3ccccc3)c2C)o1 | -6%
COc1ccc(C(=O)Nc2ccc3oc(-c4ccccc4C)nc3c2)cc1OC | ?
CCOc1ccccc1C1NC(=O)N(CC(=O)Nc2ccc(F)c(Cl)c2)C2=C1C(=O)OC2 (stereo not drawn) | -10%
CC(Oc1ccccc1)C(=O)Nc1ccc(S(=O)(=O)N2CCCC2)cc1 (stereo not drawn) | -16%
COc1ccc(C(CNC(=O)c2n[nH]c(=O)c3ccccc23)N2CCCCC2)cc1 (stereo not drawn) | 13%

New compounds follow.
SMILES | KDM5B inhibitor
CCOc1ccc(CNC(=O)c2ccc3c(Cl)c4c(nc3c2)CCCC4)cc1 | -23%
O=C(CNS(=O)(=O)c1ccc(Br)s1)NCc1ccccc1 | 16%
CCCOC(=O)c1ccc(Oc2coc3cc(OCC=C(C)C)ccc3c2=O)cc1 | 10%
COc1ccccc1CNc1nc2ccccc2nc1NS(=O)(=O)c1cccc(C)c1 | -17%
O=C(c1n[nH]c2c1CCCCCC2)N1CCC(Cc2nncn2CC2CC2)CC1 | -15%
CN(Cc1ccccc1)Cc1ccccc1OCC(O)CN1CCCCC1 (stereo not drawn) | -12%
Cc1cc(F)ccc1NC(=O)CC(C)n1cccn1 (stereo not drawn) | 6%
COc1ccc(C2C=C(c3ccc(Br)cc3)Nc3ncnn32)cc1 (stereo not drawn) | ?
CCc1nc(-c2c3n(c(=O)n(Cc4ccc(C(=O)OC)cc4)c2=O)CCCC3)no1 | 7%
Cc1cc(NC(=O)C2CC(=O)N(c3ccc(Cl)cc3)C2)no1 (stereo not drawn) | 23%
CCn1c(SCC(=O)Nc2ccc(OC)cc2)nc2c(c1=O)SCC2 | 33%
O=C(N[C@H]1CCN2C(=O)N(c3cccc(C(F)(F)F)c3)C(=O)[C@@H]2C1)c1ccncc1 | -22%[86.2 µM]
O=C(NCc1nc(-c2ncccn2)no1)c1csc(-c2cccs2)n1 | ?
CCNCc1ccc(OCCO)c(OC)c1 | 4%
Cc1ccc(CN(C)C(=O)c2cc3ccc(OC(F)(F)F)cc3[nH]2)o1 | 9%
COCC1CN(Cc2cn(C)c3ccc(OC)cc23)CC12CCNCC2 (stereo not drawn) | ?
CCOc1cc(/C=N/O)c(Br)cc1OCC(N)=O | 13%
COc1cccc(NC(=O)CSc2nc3c([nH]c4ccccc43)c(=O)n2-c2cc(C)cc(C)c2)c1 | -27%
CCn1nnc2cc(C(=O)OCc3cc(=O)oc4cc(O)ccc34)ccc21 | -9%
CCCn1nc(NC(=O)c2ccco2)c2cc3cc(C)ccc3nc21 | ?
CCn1nc(C)c(CN2CCCC(CNC(=O)c3cccc(OC)c3OC)C2)c1C (stereo not drawn) | 25%
O=C(CSc1nc(-c2ccccc2)cc(C(F)(F)F)n1)NC1CCCCC1 | 14%
COc1cccc(Cn2c(=O)n(-c3ccc(Br)cc3F)c(=O)c3sc4ccccc4c32)c1 | ?
O=c1c2c(n(CCOc3ccccc3)n1-c1ccccc1)CN(Cc1ccc(F)cc1)CC2 | ?
COc1ccc(CNC(=O)CCc2c(C)c3cc4c(C)c(C)oc4cc3oc2=O)cc1OC | -20%

Following part.
SMILES | KDM5B inhibitor
COc1ccccc1CNS(=O)(=O)c1cc(C(=O)Nc2cccc(C(F)(F)F)c2)ccc1F | -15%
CCc1nc(CC)n2ccn(Cc3cccc(C#N)c3)c(=O)c12 | 10%
CCN(CC)S(=O)(=O)c1ccc2c(c1)N(CC(=O)N1CCN(c3ccccc3F)CC1)C(=O)CO2 | -54%
Cc1ccc(NC(=O)CCN2C(=O)c3ccccc3S2(=O)=O)cc1C | 9%
O=C(COc1ccc(F)cc1)N1CCC(n2cc(-c3nc(-c4ccccc4)no3)nn2)C1 (stereo not drawn) | 9%
CC[C@@H](C)[C@@H](NC(C)=O)C(=O)O | 19%
CCOc1ccccc1C1NC(=O)N(CC(=O)Nc2ccccc2C)C2=C1C(=O)OC2 (stereo not drawn) | 16%
CCc1nc2c(c(-c3ccc(Cl)cc3)n1)CN(C(C)=O)CC2 | ?
CNC(=O)Nc1cc(NC(=O)NC)cc(C(F)(F)F)c1 | 27%
O=C(Cn1ccc2c(Cl)cccc21)Nc1ccc(O)cc1 | -12%
O=C(CNc1ccc(Br)cc1)N(C1CCCCC1)C1CCS(=O)(=O)C1 (stereo not drawn) | -3%
CC(C)NC(=O)C[C@@H]1c2nc(NC(=O)C3CCCCC3)sc2C[C@@H]2[C@](C)(CO)[C@H](O)CC[C@]21C | -6%
CC(C)c1nnc(NC(=O)Cn2ccc3ccc(F)cc32)s1 | 13%
COc1ccc(C(=O)N2CCc3nc(C)nc(-c4ccc(O)cc4)c3C2)cc1 | 2%
CCc1sc(C(=O)N2CCCCC2C)cc1Br (stereo not drawn) | 15%
S=C(NCc1ccc(Cl)cc1)NC1CCCC1 | 15%
COc1ccccc1C(=O)N(CCN(C)C)c1nc2cc(C)cc(C)c2s1 | 11%
NS(=O)(=O)c1ccc(Sc2nc3ccccc3s2)c([N+](=O)[O-])c1 | -13%
CC(C)n1c(CNC(=O)Cn2nc3c(cc2=O)CCCC3)nc2ccccc21 | 3%
Cc1nnc([C@H]2CCN(C(=O)c3ccc4c(c3)OCO4)C2)o1 | -24%[86.2 µM]
CCC(=O)Nc1ccc(C)cc1-c1nnc(SCC(=O)Nc2cc(Cl)ccc2Cl)[nH]c1=O | 16%
Cn1nc(C2CCCN2)c2c(C(=O)NCc3ccncc3)cc(C3CC3)nc21 (stereo not drawn) | 79µM*
COc1ccc(CN2Cc3[nH]cnc3C[C@H]2c2nc(-c3ccccn3)no2)cc1 | ?
CCCCN(C)C(=O)Cc1cccn1-c1cccc(Cl)c1 | -26%
O=C(NCc1nc(-c2cccc(F)c2)c(-c2ccccn2)[nH]1)[C@@H]1C[C@@H](O)CN1 | 19%

Later entries.
SMILES | KDM5B inhibitor
Cc1nc2cc(F)cc(C(=O)NCCCN(C)C(C)C)c2nc1C | 6%
COc1ccc(O[C@H]2COCCN(C(=O)c3cccc(OC)c3)C2)cc1 | -12%[86.2 µM]
C=CCOc1nc2c(c(=O)n(C)c(=O)n2C)n1Cc1ccc(Cl)c(Cl)c1 | 12%
COc1ccc(CN2CCC(CO)(CN3CCCC3)CC2)c(OC)c1C | 7%
CC1CCCCC1NC1c2ccccc2-c2ccccc21 (stereo not drawn) | 11%
CCCCNC(N)=S | 17%
COc1ccc(CN2CCn3c(nnc3-c3cccnc3)C2)cc1 | 3%[149 µM]
CCc1ccc(-c2nn(CC(=O)NCc3ccccc3)c3c2cnc2ccc(F)cc23)cc1 | -18%
O=C([C@@H]1Cc2nc[nH]c2CN1Cc1ccc(Cl)cc1)N1CCC(Cc2ccccc2)CC1 | -15%
CCN(Cc1ccncc1)C(=O)c1cc(COc2ccc(F)cc2Cl)on1 | -8%
O=C(C1COc2ccccc2O1)N(Cc1cccnc1)c1nc2c(F)cccc2s1 (stereo not drawn) | -10%&-17%
CCOC(=O)c1ccc2ncc(C(=O)OCC)c(Nc3cccc(C(C)=O)c3)c2c1 | -6%
Cc1ccc2c(c1)N(C(=O)N1CCC(C(=O)NCCc3ccc(Cl)cc3)CC1)CC(C)O2 (stereo not drawn) | 0%
CN1CCN(c2oc(-c3cccs3)nc2C#N)CC1 | ?
CC(C)N(C)CC#CC(O)(c1ccccc1)C1CCCC1 (stereo not drawn) | -13%
COc1cccc(CNC(=O)c2cnc3c(-c4ccc(F)cc4)c(C)nn3c2C)c1 | 17%
CC1=C(C(=O)Nc2ccccc2)C(c2ccc(C)cc2)N=C(Nc2nc3ccccc3o2)N1 (stereo not drawn) | 89%[activator]
CCCCN(C)CCNC(=O)c1cc(-c2cccnc2)nc2ccc(S(=O)(=O)N3CCC(C)CC3)cc12 | -13%
Cc1cccc(-n2ncc3c2CCCC3NC(=O)CN2CCNC(=O)C2)c1C (stereo not drawn) | -14%
Cc1cc(C)c2ccc3nc(C)c(C)c3c2[nH]1 | ?

Reformatted as labelled records: part of the list above
> CCc1ccc(-c2nn(CC(=O)NCc3ccccc3)c3c2cnc2ccc(F)cc23)cc1
- KDM5B inhibitor = -18%

> O=C([C@@H]1Cc2nc[nH]c2CN1Cc1ccc(Cl)cc1)N1CCC(Cc2ccccc2)CC1
- KDM5B inhibitor = -15%

> CCN(Cc1ccncc1)C(=O)c1cc(COc2ccc(F)cc2Cl)on1
- KDM5B inhibitor = -8%

> O=C(C1COc2ccccc2O1)N(Cc1cccnc1)c1nc2c(F)cccc2s1 (stereo not drawn)
- KDM5B inhibitor = -10%&-17%

Only part of the results is shown, so the mix of outcomes need not match the whole.
